Yfh1-off respiration – enhancers of respiration in Yfh1-depleted yeast, dose response, Friedreich's ataxia, plus single-dose screen (AID 1465); S. cerevisiae Yfh1-off respiration, WST-1 reduction, 72 h; higher fold induction means a stronger effect; fold induction at 50 µM, or EC50 in µM where a hit was titrated; 0.074% of 220,000 active;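 active = fold induction of absorbance versus untreated yeast above a set limit, then at least 30% activation at any dose in follow-up; inconclusive = repeats straddling the limit, or above it without dose testing; inactive = fold induction below the set limit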;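 note: activators that raise dye reduction in frataxin-depleted yeast; strong numbers were not always called active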
NOD1 inhibition – NOD1 signaling inhibitors, primary screen, cell-based, luminescence, uHTS (AID 1578) | 1% of 290,000 active | NOD1-driven NF-kB luciferase reporter cells, luminescence; higher % means a stronger effect | inhibition, % at 4 µM, or EC50 in µM where a hit was titrated; in the data active = inhibition mostly above about 36%, no sharp cut-off; inactive = mostly below about 34%;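 note: HEK-293T reporter cells stimulated with the NOD1 agonist gamma-tri-DAP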
HEK293 NOD2/NF-kB – NOD2 signaling inhibitors, cell-based, luminescence, uHTS, HEK293 (AID 1566). HEK293 NOD2/NF-kB luciferase reporter, luminescence; higher % means a stronger effect. inhibition, % at 4 µM, or EC50 in µM where a hit was titrated. 0.63% of 290,000 active; note: many of its hits are not listed in these tables
GPR55 beta-arrestin – GPR55 agonists via beta-arrestin recruitment, primary screen, imaging, U2OS cells, beta-arrestin-GFP redistribution (AID 1961). U2OS GPR55 beta-arrestin-GFP redistribution imaging; higher % means a stronger effect. 0.048% of 290,000 active. G-protein coupled receptor 55 (Homo sapiens). one-dose activation, % at 10 µM; EC50 in µM for titrated hits;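 active = activation above 40% with more than 50 cells counted in the well; inconclusive = wells holding fewer than 50 cells, flagged as toxic or sparse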;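 note: U2OS osteosarcoma cells stably expressing GPR55 and beta-arrestin-GFP; plate controls were DMSO negative control for no effect and LPI positive control for full effect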
KOR beta-arrestin-1 – KOR antagonists, beta-arrestin recruitment, cell-based, luminescence, uHTS (AID 1778); Kappa-type opioid receptor (Homo sapiens); KOR beta-arrestin recruitment, luminescence, antagonist mode; higher % means a stronger effect; inhibition, % at 10 µM; hits with a dose series show IC50 in µM; 0.091% of 290,000 active; note: strong numbers were not always called active
CSM14.1 death rescue – rescue of cells from ER stress-induced death, primary screen, 384-well, CSM14.1, thapsigargin, ATP luminescence (AID 1222). 190,000 tested, under 10 active. cellular ATP content (survival), % at 20 µM, or EC50 in µM where a hit was titrated. CSM14.1 thapsigargin-induced death rescue, ATP luminescence; higher % means a stronger effect;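 active = EC50 below 50 µM in the dose-response confirmation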;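 note: death triggered by thapsigargin at about 15 µM added after 2 h compound pretreatment; cell ATP read after overnight thapsigargin exposure of roughly 18 to 22 hours; normalized against plate controls of thapsigargin alone and 5% DMSO vehicle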
TNAP activators – human TNAP enzyme activators, primary screen, biochemical, luminescent, no phosphate acceptor, uHTS (AID 1001). 0.03% of 200,000 active. purified TNAP, luminescent activation assay, no phosphate acceptor; higher activation fold means a stronger effect. one-dose activation fold at 20 µM; EC50 in µM for titrated hits; in the data active = activation fold from about 3, or a potency from the dose series; inactive = the rest, 99 in 100 with activation fold below about 1.6; note: many of its hits are not listed in these tables
KOR beta-arrestin-2 – KOR agonists, beta-arrestin recruitment, primary screen, cell-based, luminescence, uHTS (AID 1777) | KOR beta-arrestin recruitment, luminescence; higher % means a stronger effect | Kappa-type opioid receptor (Homo sapiens) | 0.02% of 280,000 active | activation, % at 10 µM, or EC50 in µM where a hit was titrated; in the data active = activation above about 50%, passing the limit was not always enough; note: a part of the inactive calls stands beside numbers as strong as those of hits
NTR1 ag – agonists of NTR1, primary screen, imaging, U2OS cells, beta-arrestin-GFP, high content (AID 493036) | Neurotensin receptor type 1 (Homo sapiens), P30989 | NTR1-U2OS beta-arrestin-GFP spot imaging, agonist mode | activation, % at 20 µM | 0.17% of 330,000 active;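 active = activation at or above 40% of the spot to cytoplasm intensity ratio, with at least 20 cells analyzed; inconclusive = wells under 20 cells, flagged as cytotoxic or low count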;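 note: 0% = DMSO without peptide and 100% = 100 nM NTR1 peptide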
Target sequence (P30989 whole entry, looked up): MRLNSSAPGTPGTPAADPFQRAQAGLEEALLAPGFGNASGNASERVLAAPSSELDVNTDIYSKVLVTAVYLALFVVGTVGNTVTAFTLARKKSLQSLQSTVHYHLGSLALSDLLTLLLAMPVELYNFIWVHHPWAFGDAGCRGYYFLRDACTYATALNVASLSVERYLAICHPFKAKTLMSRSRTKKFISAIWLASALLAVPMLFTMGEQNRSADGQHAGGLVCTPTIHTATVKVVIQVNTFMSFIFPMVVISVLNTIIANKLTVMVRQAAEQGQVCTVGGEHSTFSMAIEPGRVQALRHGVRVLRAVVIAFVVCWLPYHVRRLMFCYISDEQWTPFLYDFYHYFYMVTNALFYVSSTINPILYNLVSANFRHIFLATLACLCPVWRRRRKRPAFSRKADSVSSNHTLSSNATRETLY
NTR1 ag cell count 20 µM – recorded beside NTR1 ag, whose call it bears; cell count; measured here: cell count, cytotoxicity flag
The depositor's hits bear a star; [ ] = dose if it differs, or a comment. Cut-off read from the data, not from the text of the source, unless noted: active = inhibition above about 50%; inactive = the rest.

Results for Cn1c(NCc2ccccc2)nc2c1c(=O)n(Cc1ccccc1)c(=O)n2C ?
Yfh1-off respiration: inactive; NOD1 inhibition: 0%; HEK293 NOD2/NF-kB: 2%; GPR55 beta-arrestin: -0.5%; KOR beta-arrestin-1: -16%; CSM14.1 death rescue: -2.7%; TNAP activators: 1; KOR beta-arrestin-2: -0.7%; NTR1 ag: 1.6; NTR1 ag cell count 20 µM: 72

Results for O=C(OCc1cccc([N+](=O)[O-])c1)c1cccnc1 ?
Yfh1-off respiration: inactive; NOD1 inhibition: 2%; HEK293 NOD2/NF-kB: -7%; GPR55 beta-arrestin: -0.1%; KOR beta-arrestin-1: 10%[20 µM]; CSM14.1 death rescue: -1.3%; TNAP activators: 1.1; KOR beta-arrestin-2: -4.2%; NTR1 ag: 2.0; NTR1 ag cell count 20 µM: 87

How did COc1ccc(CCNC(=O)Cn2nnc(C(=O)Nc3cc(C)ccc3C)c2N)cc1OC do in these assays?
NOD1 inhibition: -10%; HEK293 NOD2/NF-kB: 12%; GPR55 beta-arrestin: 0.0%; KOR beta-arrestin-1: -31%; KOR beta-arrestin-2: 1.3%; NTR1 ag: -0.5; NTR1 ag cell count 20 µM: 56

Results for O=C(Nc1nnc(C2=COCCO2)o1)c1cccc(C(F)(F)F)c1 ?
NOD1 inhibition: -19%; HEK293 NOD2/NF-kB: 10%; GPR55 beta-arrestin: 0.0%; KOR beta-arrestin-1: 16%; KOR beta-arrestin-2: -3.7%; NTR1 ag: 0.7; NTR1 ag cell count 20 µM: 65

How did Cc1cc(C(=O)Nc2c(F)c(F)c(F)c(F)c2F)n(-c2ccccc2)n1 do in these assays?
Yfh1-off respiration: inactive; NOD1 inhibition: -56%; HEK293 NOD2/NF-kB: -7%; GPR55 beta-arrestin: -0.1%; KOR beta-arrestin-1: -27%; TNAP activators: 1; KOR beta-arrestin-2: 5.3%; NTR1 ag: 3.8; NTR1 ag cell count 20 µM: 65

How did CCOC(=O)Cn1nc(-c2ccc(F)cc2)cc(Cc2ccccc2)c1=O do in these assays?
NOD1 inhibition: -2%; HEK293 NOD2/NF-kB: 8%; GPR55 beta-arrestin: -0.1%; KOR beta-arrestin-1: 8%; KOR beta-arrestin-2: -8.5%; NTR1 ag: 4.9; NTR1 ag cell count 20 µM: 96

What do the screens show for `COc1cccc(NC(=O)C2CCN(S(=O)(=O)c3ccc4c(c3)NC(=O)CO4)CC2)c1`?
NOD1 inhibition: -34%; HEK293 NOD2/NF-kB: 2%; GPR55 beta-arrestin: -0.1%; KOR beta-arrestin-1: 3%; KOR beta-arrestin-2: 2.1%; NTR1 ag: -1.7; NTR1 ag cell count 20 µM: 68

What do the screens show for `S=C(c1ccc(-c2ccc(Cl)c(Cl)c2)o1)N1CCOCC1`?
Yfh1-off respiration: inactive; NOD1 inhibition: -48%; HEK293 NOD2/NF-kB: -143%; GPR55 beta-arrestin: -0.1%; KOR beta-arrestin-1: 16%; TNAP activators: 1; KOR beta-arrestin-2: -2.4%; NTR1 ag: 4.0; NTR1 ag cell count 20 µM: 51

Results for O=c1c2ccccc2ncn1-c1cccc(Cl)c1 ?
Yfh1-off respiration: inactive; NOD1 inhibition: -12%; HEK293 NOD2/NF-kB: 5%; GPR55 beta-arrestin: 0.1%; KOR beta-arrestin-1: 22%; CSM14.1 death rescue: -1.0%; TNAP activators: 1.1; KOR beta-arrestin-2: -1.3%; NTR1 ag: -1.4; NTR1 ag cell count 20 µM: 57

How did CCCCc1ccc(NC(=S)N2CCCC(C)C2)cc1 (configuration not stated) do in these assays?
Yfh1-off respiration: inactive; NOD1 inhibition: -12%; HEK293 NOD2/NF-kB: -23%; GPR55 beta-arrestin: 0.7%; KOR beta-arrestin-1: 10%; CSM14.1 death rescue: 0.7%; TNAP activators: 1.1; KOR beta-arrestin-2: -4.5%; NTR1 ag: 1.8; NTR1 ag cell count 20 µM: 32

Grouped by structure: those above containing a Cl atom
What do the screens show for `S=C(c1ccc(-c2ccc(Cl)c(Cl)c2)o1)N1CCOCC1`?
Yfh1-off respiration: inactive; NOD1 inhibition: -48%; HEK293 NOD2/NF-kB: -143%; GPR55 beta-arrestin: -0.1%; KOR beta-arrestin-1: 16%; TNAP activators: 1; KOR beta-arrestin-2: -2.4%; NTR1 ag: 4.0; NTR1 ag cell count 20 µM: 51

Results for O=c1c2ccccc2ncn1-c1cccc(Cl)c1 ?
Yfh1-off respiration: inactive; NOD1 inhibition: -12%; HEK293 NOD2/NF-kB: 5%; GPR55 beta-arrestin: 0.1%; KOR beta-arrestin-1: 22%; CSM14.1 death rescue: -1.0%; TNAP activators: 1.1; KOR beta-arrestin-2: -1.3%; NTR1 ag: -1.4; NTR1 ag cell count 20 µM: 57

The list continues.
What do the screens show for `O=C(c1ccccn1)N1CCN(S(=O)(=O)c2ccccc2)CC1`?
Yfh1-off respiration: inactive; NOD1 inhibition: -23%; HEK293 NOD2/NF-kB: 16%; GPR55 beta-arrestin: -0.4%; KOR beta-arrestin-1: 25%; CSM14.1 death rescue: -1.1%; TNAP activators: 1.1; KOR beta-arrestin-2: -3.2%; NTR1 ag: -1.2; NTR1 ag cell count 20 µM: 75

How did CCOC(=O)CC1=C(C#N)C(c2cccnc2)C(C(=O)OCC)=C(N)O1 (configuration not stated) do in these assays?
Yfh1-off respiration: inactive; NOD1 inhibition: 23%; HEK293 NOD2/NF-kB: -4%; GPR55 beta-arrestin: 0.3%; KOR beta-arrestin-1: -6%; CSM14.1 death rescue: -0.5%; TNAP activators: 1.1; KOR beta-arrestin-2: -0.6%; NTR1 ag: -0.4; NTR1 ag cell count 20 µM: 47

Results for CCOC(=O)C1=C(c2ccccc2)NC(=O)NC1c1cc(OC)c(O)c([N+](=O)[O-])c1 (configuration not stated) ?
NOD1 inhibition: 13%; HEK293 NOD2/NF-kB: 16%; GPR55 beta-arrestin: -0.2%; KOR beta-arrestin-1: 11%[20 µM]; KOR beta-arrestin-2: -5.5%; NTR1 ag: 2.1; NTR1 ag cell count 20 µM: 57

What do the screens show for `COc1cc(NC(=O)c2cc(-c3ccco3)on2)cc(OC)c1OC`?
NOD1 inhibition: -13%; HEK293 NOD2/NF-kB: -5%; GPR55 beta-arrestin: 0.0%; KOR beta-arrestin-1: -72%; KOR beta-arrestin-2: -0.1%; NTR1 ag: 0.8; NTR1 ag cell count 20 µM: 51

Results for Cc1cc(CN(C)C(=O)c2cc(COc3ccc4ncccc4c3)on2)on1 ?
Yfh1-off respiration: inactive; NOD1 inhibition: 13%; HEK293 NOD2/NF-kB: 28%; GPR55 beta-arrestin: -0.3%; KOR beta-arrestin-1: -13%; CSM14.1 death rescue: 3.9%; TNAP activators: 1; KOR beta-arrestin-2: 1.9%; NTR1 ag: -1.1; NTR1 ag cell count 20 µM: 68

What do the screens show for `CCOC(=O)c1c(C)[nH]c(C(=O)OCCOc2ccccc2C)c1C`?
Yfh1-off respiration: inactive; NOD1 inhibition: -38%; HEK293 NOD2/NF-kB: -150%; GPR55 beta-arrestin: inconclusive; KOR beta-arrestin-1: 27%; CSM14.1 death rescue: 3.4%; TNAP activators: 1.1; KOR beta-arrestin-2: -0.5%

Results for O=C(NCCCN1CCCC1=O)c1ccc(OC(F)(F)F)cc1 ?
Yfh1-off respiration: inactive; NOD1 inhibition: -21%; HEK293 NOD2/NF-kB: -1%; GPR55 beta-arrestin: -0.3%; KOR beta-arrestin-1: -9%; CSM14.1 death rescue: -1.9%; TNAP activators: 1.1; KOR beta-arrestin-2: 4.5%; NTR1 ag: 0.7; NTR1 ag cell count 20 µM: 46

What do the screens show for `O=C(Oc1cccc([N+](=O)[O-])c1)c1cc(-c2ccccc2)nc2ccccc12`?
Yfh1-off respiration: inactive; NOD1 inhibition: 38%; HEK293 NOD2/NF-kB: 14%; GPR55 beta-arrestin: 0.8%; KOR beta-arrestin-1: 17%; CSM14.1 death rescue: -1.2%; TNAP activators: 1; KOR beta-arrestin-2: 5.3%; NTR1 ag: 5.2; NTR1 ag cell count 20 µM: 77

What do the screens show for `CCOc1ccccc1CN1CCC(n2nccc2NC(=O)CCCc2ccccc2)CC1`?
NOD1 inhibition: -21%; HEK293 NOD2/NF-kB: 10%; GPR55 beta-arrestin: -0.2%; KOR beta-arrestin-1: 0%; KOR beta-arrestin-2: 0.4%; NTR1 ag: 1.7; NTR1 ag cell count 20 µM: 58

How did CC1(C)C(=O)N(c2ccccc2F)C(=O)c2ccccc21 do in these assays?
NOD1 inhibition: -16%; HEK293 NOD2/NF-kB: -2%; GPR55 beta-arrestin: -0.2%; KOR beta-arrestin-1: 6%; KOR beta-arrestin-2: -5.2%; NTR1 ag: -0.1; NTR1 ag cell count 20 µM: 51

What do the screens show for `Cc1ccc(NC(=O)COc2ccc(-n3ccnc3)cc2)cc1Cl`?
Yfh1-off respiration: inactive; NOD1 inhibition: 49%; HEK293 NOD2/NF-kB: 30%; GPR55 beta-arrestin: -0.1%; KOR beta-arrestin-1: -5%; CSM14.1 death rescue: 1.1%; TNAP activators: 1.2; KOR beta-arrestin-2: 2.5%; NTR1 ag: -0.1; NTR1 ag cell count 20 µM: 47

What do the screens show for `C=CCNC(=O)c1cc2c(C(F)(F)F)nn(C)c2s1`?
Yfh1-off respiration: inactive; NOD1 inhibition: 18%; HEK293 NOD2/NF-kB: -11%; GPR55 beta-arrestin: 0.0%; KOR beta-arrestin-1: 9%; CSM14.1 death rescue: -2.6%; TNAP activators: 1.1; KOR beta-arrestin-2: 1.8%; NTR1 ag: 0.4; NTR1 ag cell count 20 µM: 61

What do the screens show for `O=C(O)CCCCCNc1ncnc2ccc(Br)cc12`?
Yfh1-off respiration: inactive; NOD1 inhibition: 5%; HEK293 NOD2/NF-kB: 16%; GPR55 beta-arrestin: -0.1%; KOR beta-arrestin-1: -13%[20 µM]; CSM14.1 death rescue: 1.7%; TNAP activators: 1.1; NTR1 ag: -1.2; NTR1 ag cell count 20 µM: 88

How did CC(C)[C@H](NC(=O)NC1CCCC1)C(=O)O do in these assays?
Yfh1-off respiration: inactive; NOD1 inhibition: -9%; HEK293 NOD2/NF-kB: 6%; GPR55 beta-arrestin: 0.2%; KOR beta-arrestin-1: 34%; CSM14.1 death rescue: -1.8%; TNAP activators: 1.1; KOR beta-arrestin-2: -2.0%; NTR1 ag: -0.3; NTR1 ag cell count 20 µM: 44

High-throughput results as filed in PubChem BioAssay.

The list is partial; rates above refer to the full screens.
